# SENP7 block: inhibitors of human SENP7 protease. recombinant SENP7, Z-RLRGG-aminoluciferin luminescence, 40 min. inhibition, % at 5 µM. hit rate 1.5% among 330,000. AID 434973;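 active = inhibition above about 50% at the single test dose, limit read from the data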;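 also: plate controls were DMSO with enzyme for no effect and no enzyme buffer wells for full effect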
# HKDC1 inhibitor: inhibitors of human hexokinase HKDC1; hit rate 0.16% among 340,000; recombinant HKDC1, G6PDH/diaphorase resazurin coupled fluorescence; Q2TB90; inhibition, % at 20 µM;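 active = inhibition above about 35% when tested at 20 µM, limit read from the data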;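 also: plate controls were DMSO wells with enzyme for no effect and DMSO wells lacking enzyme for full effect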
# Target sequence (Q2TB90 whole entry, looked up): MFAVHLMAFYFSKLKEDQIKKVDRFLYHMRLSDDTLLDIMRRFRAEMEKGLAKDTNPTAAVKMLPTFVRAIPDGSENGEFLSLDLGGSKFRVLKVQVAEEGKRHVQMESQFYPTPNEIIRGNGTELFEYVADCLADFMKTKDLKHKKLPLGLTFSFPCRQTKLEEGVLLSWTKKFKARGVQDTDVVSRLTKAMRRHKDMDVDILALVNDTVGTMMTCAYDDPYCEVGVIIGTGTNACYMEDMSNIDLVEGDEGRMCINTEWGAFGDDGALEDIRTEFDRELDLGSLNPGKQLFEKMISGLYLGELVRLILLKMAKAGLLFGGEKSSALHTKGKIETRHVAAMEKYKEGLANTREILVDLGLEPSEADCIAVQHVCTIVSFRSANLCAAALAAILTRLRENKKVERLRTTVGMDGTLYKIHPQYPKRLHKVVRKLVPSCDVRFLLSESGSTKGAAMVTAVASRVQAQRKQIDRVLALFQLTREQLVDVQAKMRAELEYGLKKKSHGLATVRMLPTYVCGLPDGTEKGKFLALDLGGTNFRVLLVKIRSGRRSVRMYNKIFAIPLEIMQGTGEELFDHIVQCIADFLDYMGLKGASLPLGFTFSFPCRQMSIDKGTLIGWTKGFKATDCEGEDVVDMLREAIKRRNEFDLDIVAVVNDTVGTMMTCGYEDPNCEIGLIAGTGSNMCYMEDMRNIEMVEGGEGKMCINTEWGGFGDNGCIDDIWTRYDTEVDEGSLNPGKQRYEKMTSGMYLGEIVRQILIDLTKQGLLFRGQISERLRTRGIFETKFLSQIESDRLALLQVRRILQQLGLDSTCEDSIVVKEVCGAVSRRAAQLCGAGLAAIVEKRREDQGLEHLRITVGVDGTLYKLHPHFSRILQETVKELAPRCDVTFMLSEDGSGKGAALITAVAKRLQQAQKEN
#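 Test system: HK5 enzyme. Quantity: 5 µg/mL HK5 final. Reagent: glucose and ATP substrates. Schedule: 90 min reaction incubation at room temperature, dark. Technique: resazurin-to-resorufin fluorescence via G6PDH and diaphorase coupling, 525/613 nm. Control set: DMSO wells with and without enzyme mix.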
# PfG6PD inh: PfG6PD (Plasmodium falciparum) enzyme inhibition; inhibition, % at 20 µM; hit rate 0.78% among 350,000; AID 504690; PfGluPho enzyme, NADPH resazurin-diaphorase fluorescence;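 active = inhibition reaching at least a set limit at 20 µM in the primary screen, cut at about 59% in these data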;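 also: 0% = DMSO wells with substrate and 100% = DMSO wells lacking glucose-6-phosphate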
# SENP6 block: SENP6 protease inhibition | Q9GZR1 | Recombinant SENP6 catalytic domain, aminoluciferin luminescence | inhibition, % at 10 µM | hit rate 1.8% among 330,000 | AID 2599;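 active = inhibition above about 50% at the single tested dose, limit read from the data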;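 also: plate controls were DMSO wells with enzyme for no effect and DMSO wells lacking enzyme for full effect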
# SENP1 inh: inhibitors of human SENP1 SUMO protease catalytic domain; Q9P0U3; recombinant SENP1 catalytic domain, CyPet-SUMO1-YPet FRET cleavage; inhibition, % at 10 µM; hit rate 0.21% among 360,000; AID 624204;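 active = inhibition at least 30% at 10 µM, raw YFP signal under a set limit, fluorescence ratio 0.5 to 1.5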;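 also: 0% = enzyme with DMSO and 100% = no enzyme wells; some results filed as inactive read as strong as hits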
#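 material = recombinant human SENP1 catalytic domain, His6-tagged | quantity = 20 pM enzyme | reagent = 25 nM SUMO1 FRET substrate | compound dosing = 10 µM single point, 0.5% DMSO | timing = 50 min enzyme reaction, room temperature, light-protected | detection = FRET, CFP and YFP emission | control set = no-enzyme low, enzyme-DMSO high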
# SENP8 block-1: SENP8 protease inhibition | Q96LD8 | purified SENP8, Z-RLRGG-aminoluciferin cleavage, luminescence | inhibition, % at 10 µM | hit rate 1.2% among 330,000 | AID 2540; in the data active = inhibition above about 50%
# Target sequence (Q96LD8 whole entry, looked up): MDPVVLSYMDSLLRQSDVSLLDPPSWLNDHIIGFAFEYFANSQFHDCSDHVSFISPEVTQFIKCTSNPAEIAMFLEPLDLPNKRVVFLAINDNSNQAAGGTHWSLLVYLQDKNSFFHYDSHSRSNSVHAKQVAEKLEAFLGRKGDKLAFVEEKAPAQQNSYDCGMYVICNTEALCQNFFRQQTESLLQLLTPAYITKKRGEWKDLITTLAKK
# SENP8 block-2: inhibitors of human SENP8 protease; Q96LD8; recombinant SENP8, Nedd8 substrate fluorescence; inhibition, % at 20 µM; hit rate 0.64% among 360,000; AID 602440; in the data active = inhibition mostly above about 40%, no sharp cut-off; inactive = mostly below about 27%
# Apaf-1 inh: blocks human Apaf-1 apoptosome activity; O14727; reconstituted apoptosome caspase-3 activity, DEVD-Rh110 fluorescence; inhibition, % at 20 µM; hit rate 0.71% among 330,000; active = inhibition of at least 40% at 20 µM;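 also: plate controls were DMSO wells for no effect and DEVD-CHO caspase inhibitor wells for full effect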
#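 System – cell-free apoptosome with Apaf-1, procaspase-3 and caspase-9 · Buffer or medium – pH 7.5 Hepes buffer with CHAPS, BSA, DTT · Also added – cytochrome c with DEVD-Rh110 · Times – 30 min compound preincubation, 50 min activation, room temperature · Technique – Rh110 fluorescence intensity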
# The depositor's hits bear a star; i = inactive; x = not tested or not shown.
# Sample of the layout:
SMILES,SENP7 block,HKDC1 inhibitor,PfG6PD inh,SENP6 block,SENP1 inh,SENP8 block-1,SENP8 block-2,Apaf-1 inh
Cc1ccc(OCCCC(=O)Nc2nc3ccccc3[nH]2)cc1,4,-9,-8,10,1,-3,4,-10
CC(C)SC1=NC(C)(C)C=C(/C=C/c2c(Cl)cccc2Cl)N1,1,4,17,5,-2,5,-3,-9
COc1ccc(Cl)cc1NC(=O)NCC1CCN(Cc2ccccc2F)CC1,1,-2,-6,9,1,4,9,3
CC(=O)N1CCOc2ccc(S(=O)(=O)N(C)c3cccc(C)c3)cc21,1,-5,1,5,4,0,10,14
Cc1nc(CC(=O)c2c(C)cc(O)cc2O)cs1,4,-11,6,-23,0,-1,-11,-6
C/C=C/c1ccc(OCC(=O)OCc2csc(Nc3ccc(C)cc3)n2)c(OC)c1,0,-3,25,-12,1,-12,4,-3

# The list itself (from the top)
SMILES,SENP7 block,HKDC1 inhibitor,PfG6PD inh,SENP6 block,SENP1 inh,SENP8 block-1,SENP8 block-2,Apaf-1 inh
Cc1ccc(OCCCC(=O)Nc2nc3ccccc3[nH]2)cc1,4,-9,-8,10,1,-3,4,-10
CC(C)SC1=NC(C)(C)C=C(/C=C/c2c(Cl)cccc2Cl)N1,1,4,17,5,-2,5,-3,-9
COc1ccc(Cl)cc1NC(=O)NCC1CCN(Cc2ccccc2F)CC1,1,-2,-6,9,1,4,9,3
CC(=O)N1CCOc2ccc(S(=O)(=O)N(C)c3cccc(C)c3)cc21,1,-5,1,5,4,0,10,14
Cc1nc(CC(=O)c2c(C)cc(O)cc2O)cs1,4,-11,6,-23,0,-1,-11,-6
C/C=C/c1ccc(OCC(=O)OCc2csc(Nc3ccc(C)cc3)n2)c(OC)c1,0,-3,25,-12,1,-12,4,-3
CCOc1cc(N2CCOCC2)c(OCC)cc1NC(=O)CN1C(=O)NC(C)(c2ccc(OC)cc2)C1=O (stereo not drawn),x,1,1,x,1,x,20,x
O=C(COC(=O)c1ccc(Cl)cc1)NC1CCCCCC1,12,-2,-5,2,2,9,6,1
Cc1noc(C)c1S(=O)(=O)Nc1ccc2c(c1)CC(=O)N([C@H](C)CO)C[C@H](C)[C@@H](CN(C)CC1CC1)O2,-5,-6,2,-5,0,-3,18,3
CCOc1ccccc1CNC(=O)CCn1ccc2cc(S(=O)(=O)N3CCCCC3)ccc21,-1,0,13,8,-1,6,-11,6
CCC(=O)NC(c1ccco1)c1cc(Cl)c2cccnc2c1O (stereo not drawn),3,-27,-6,7,-32,-2,3,15
CCOc1cc(/C=N/NC(=O)CN2CCOCC2)ccc1OCc1ccccc1,6,-10,-4,-1,2,-1,5,0
CC(C)CN(C(=O)COC(=O)c1ccc(C#N)cc1)C1CCS(=O)(=O)C1 (stereo not drawn),0,-5,1,-3,-1,2,-2,-5
N#Cc1ccc(OCC(=O)NCCc2ccccn2)cc1,2,-5,-1,2,2,-1,29,0
Cc1cc(C)cc(OCCNC(=O)C2CCN(S(=O)(=O)c3ccccc3)CC2)c1,4,0,4,-15,0,3,5,18
CC(=O)c1cccc(NC(=O)C2=CC(c3cccs3)=NS(=O)(=O)N2C)c1,10,-4,6,4,-2,-7,-12,-9
COc1ccc(CCNC(=O)CSCc2n[nH]c(=O)[nH]2)cc1OC,4,-3,-3,4,1,-6,5,-18
O=C(NNc1nc2c(F)cccc2s1)c1ccccc1,4,-13,3,-16,0,0,7,-3
Cc1sc2nc(SCC(=O)OC(C)C)n(C)c(=O)c2c1C,x,-1,3,x,4,x,7,x
O=c1n(-c2ccccc2)c(=O)n2n1CCC2,-1,6,-4,-20,1,-8,24,2
CCOC(=O)CSCC(=O)N1N=C(c2cccs2)CC1c1ccc(F)cc1 (stereo not drawn),1,16,-1,-9,4,-14,-426,8
CCCCOc1ccc(CSc2ncn[nH]2)cc1,17,-4,1,46,-2,9,8,0
Nc1nc(-c2ccco2)nn1C(=O)c1ccc([N+](=O)[O-])cc1,-2,6,-9,11,2,0,3,-4
Cc1oc2ccc(O)cc2c1C(=O)c1ccc(Cl)cc1,4,7,46,-13,-1,-4,18,9
O=C(CCc1ccccn1)N1CCCC(Nc2cccc(F)c2)C1 (stereo not drawn),-6,-4,4,-4,1,-2,-2,9
# (continued)
SMILES,SENP7 block,HKDC1 inhibitor,PfG6PD inh,SENP6 block,SENP1 inh,SENP8 block-1,SENP8 block-2,Apaf-1 inh
N#Cc1nc(-c2ccc(F)cc2)oc1NCc1ccccc1,-1,-4,9,-35,-1,-13,-422,19
C=CCNC(=S)N1CCN(c2ccc([N+](=O)[O-])cc2)CC1,2,-4,5,-2,-5,6,12,-8
Cc1cccc(OCCNc2ccc([N+](=O)[O-])cn2)c1,8,-2,20,2,3,0,18,-7
Cc1nc2ccccn2c1C(=O)OCC#N,8,-9,8,-29,1,3,15,-10
Cc1cc(C(N)=O)c2cc(Br)ccc2n1,-10,-1,-6,-10,1,-8,3,3
CN(C(=O)c1cnc2n(c1=O)CCS2)C1CCCCC1,6,-4,-11,-8,2,-2,9,-9
O=C(O)c1cc(S(=O)(=O)Nc2ccc3c(c2)OCCO3)c(Cl)cc1Cl,-8,-2,12,-11,0,8,2,-5
Cc1ccccc1C(=O)Nc1ccc(O)c2c(=O)cc(-c3ccccc3Cl)oc12,-4,-5,-27,-25,1,-1,12,16
CCOc1ccc2ccccc2c1/C=N/NC(=O)c1ccncc1,-3,-6,72*,7,-2,-6,-19,6
Cc1cccc(Cn2c(SCC(=O)Nc3ccccc3)nc3c2c(=O)[nH]c(=O)n3C)c1,-7,-2,8,-25,1,2,20,16
COc1cccc(NC(=O)Cn2c(CCC(=O)O)ccc2-c2cccs2)c1,4,-5,-20,-5,-34,2,-162,-2
CN1CC(=O)N2[C@H](c3ccc4c(c3)OCO4)c3[nH]c4ccccc4c3C[C@@H]2C1=O,1,1,-5,11,-3,4,-7,-8
CCCCN1C(=O)C(O)=C(C(C)=O)C1c1ccccc1 (stereo not drawn),4,0,17,1,3,-5,4,8
Cc1nc(NC(=O)/C=C/c2ccc(Cl)cc2Cl)sc1C(=O)N(C)C,2,-11,1,-18,2,-2,-4,9
CCN(CC(=O)Nc1ccc(NC(C)=O)cc1)C(=O)C1COc2ccccc2O1 (stereo not drawn),15,-1,-10,0,2,-9,6,-21
CCOC(=S)SCC(=O)Nc1nccs1,1,3,21,-13,1,-3,-12,2
Nc1cc(N)cc(C(=O)Nc2ccc3c(c2)C(=O)NC3=O)c1,5,7,21,28,-3,9,-1,7
COc1cccc(C(=O)c2cc3ccc(O)cc3oc2=O)c1,100*,5,-2,101*,-23,97*,-122,-16
C[N+](C)(C)CCOC(N)=O,7,2,0,-5,3,0,1,-6
COc1ccc(/C=N/NC(=O)c2nn(C)cc2Br)cc1CSCc1ccco1,1,4,24,-14,1,-4,-70,2
CN(C1CCCCC1)S(=O)(=O)c1ccc(-n2cnnn2)cc1,-3,2,-10,-11,0,-2,9,4
Cc1ccc(-n2c3c(cc(C(=O)NCc4ccco4)c2=O)C(=O)CCC3)cc1,3,19,-17,-6,1,-1,-51,5
C[C@H](O)[C@@H](C(=O)N1CCN(C(=O)OC(C)(C)C)CC1)n1cc(CCCCNC(=O)OC(C)(C)C)nn1,5,-4,3,-11,3,-4,15,-3
O=C(NNc1c(Cl)cccc1Cl)c1c(F)cccc1Cl,-2,-4,1,-18,2,3,21,-5
CC1Cc2ccccc2N1S(=O)(=O)c1cccc(C(=O)NCCCn2ccnc2)c1 (stereo not drawn),-4,-4,15,0,1,0,14,-1
# (more compounds)
SMILES,SENP7 block,HKDC1 inhibitor,PfG6PD inh,SENP6 block,SENP1 inh,SENP8 block-1,SENP8 block-2,Apaf-1 inh
C/C(=N\N(c1ccccc1)c1ccccc1)c1ccco1,-8,-1,-9,18,1,9,19,4
CN1CCN(c2nc3c(c(=O)[nH]c(=O)n3C)n2CCCSc2nnnn2-c2ccccc2)CC1,12,-2,-19,17,1,1,9,-4
O=C(CCOc1ccccc1)Nc1cccc(S(=O)(=O)Nc2ccccc2Cl)c1,9,0,-28,2,-1,-2,10,-8
COc1ccccc1NC(=O)CN(c1ccccc1)S(=O)(=O)c1ccccc1,-2,-1,-6,-5,1,-16,26,8
CC1Cc2ccccc2N1C(=O)/C=C/c1cccc(F)c1 (stereo not drawn),55*,-2,19,28,2,51*,20,19
CN1C[C@@H]2C(c3ccc(C(F)(F)F)cc3)C3(c4cccnc4)CC2(C3)[C@H]1c1ccccc1 (stereo partly drawn),0,1,22,1,2,-2,15,22
Cc1cc(NCCN2CCOCC2)n2nc(C)c(-c3ccccc3)c2n1,-15,-3,4,-6,1,-4,i,-3
O=C(CN1C(=O)C2C3C=CC(C3)C2C1=O)Nc1nncs1 (stereo not drawn),-4,-8,-13,-8,3,5,-20,-8
CCOC(=O)Cn1c(-c2cccnc2)nc(-c2ccccc2)c1-c1ccccc1,x,-3,2,x,1,x,-52,x
O=C1CC(c2ccc3c(c2)OCO3)c2cc3c(cc2N1)OCCO3 (stereo not drawn),6,-5,9,-10,1,-3,25,3
O=C(OCc1cc(=O)n2c(n1)sc1ccccc12)c1ccc2c(=O)n3c(nc2c1)CCC3,4,-3,-7,8,-23,0,-232,-1
O=C(COC(=O)Cc1ccccc1F)Nc1ccc(SC(F)F)cc1,0,-11,15,-8,4,-8,4,17
CCN1C(=O)[C@@H]2[C@@H](c3ccc(SC4CCCCC4)c(OC)c3)N3CCCC[C@@]3(C(=O)OC)[C@@H]2C1=O,-11,6,21,4,-23,-1,-50,21
CCC(=O)N1CCN(c2ccccc2NC(=O)COc2cc(C)ccc2C(C)C)CC1,4,-5,12,-20,-1,10,10,23
CCOc1ccc(C(=O)OCn2nnc3ccccc3c2=O)cc1OC,-8,-8,-17,-2,2,5,28,-2
O=C(Cn1cc(C(F)(F)F)ccc1=O)N/N=C/c1cccc(Cl)c1,-7,-10,-4,-12,-1,-5,14,20
O=C(/C=C/c1ccccc1)Nc1cccnc1Cl,-1,-3,20,74*,0,66*,19,12
Cc1cc(C)nc(NC(=O)Nc2ccc3c(c2)OCO3)c1,1,-7,5,4,-1,1,16,9
Cc1ccccc1NC(=O)c1cc([N+](=O)[O-])ccc1NCCN1C(=O)CCC1=O,0,-11,8,1,-3,-3,19,-1
O=C(N[C@H]1CCCCNC1=O)c1cc(COc2ccc(F)cc2F)on1,2,-3,6,7,3,-10,-2,-1
Brc1ccc2nc(N3CCN(c4ccccc4)CC3)sc2c1,0,-7,-5,29,1,6,2,-17
Nc1nc(SCc2ccccn2)c2ncn(C3CCCC3)c2n1,x,0,14,x,-1,x,13,x
N=c1nc2n(cc1F)C1OC(CO)C(O)C1O2 (stereo not drawn),x,-2,0,x,3,x,8,x
CCOn1c(=O)c(-c2ccc(C)cc2)[n+]([O-])c2ccccc21,-3,-7,22,-11,-3,-9,-34,1
COc1ccc(OC)c(NC(=O)CSc2nc3scc(C)c3c(=O)[nH]2)c1,-10,7,-6,-5,0,-13,8,12
O=C(CSc1n[nH]c(-c2cccnc2)n1)Nc1ccc(Cl)cc1,-6,4,-10,-8,0,0,0,8
CN(C(=O)CC1C(=O)NCCN1CC(c1ccccc1)c1ccccc1)C(C1CC1)C1CC1 (stereo not drawn),-2,-1,21,12,-5,2,-5,-2
O=C1N/C(=N\S(=O)(=O)c2ccccc2)S/C1=C\c1cc([N+](=O)[O-])ccc1O,4,3,-36,11,26,8,14,2

# High-throughput results deposited in PubChem BioAssay by Sanford-Burnham Center for Chemical Genomics.

# This is a random part of the collection; 3.6% or so of the library scored in one or more.
